# POLH inh: qHTS for Inhibitors of Polymerase Eta; Potency, µM (top dose mostly 114 µM), without a hit: at the highest dose activity change, negative = inhibition, actives largely listed as inhibitors; recombinant Pol eta, fluorescent DNA replication assay; hit rate 1.2% among 390,000; note: potency is the fitted concentration of half-maximal effect; % is set by controls: 0 for no effect and ±100 for the full control effect
# Target sequence (Q9Y253 whole entry, looked up): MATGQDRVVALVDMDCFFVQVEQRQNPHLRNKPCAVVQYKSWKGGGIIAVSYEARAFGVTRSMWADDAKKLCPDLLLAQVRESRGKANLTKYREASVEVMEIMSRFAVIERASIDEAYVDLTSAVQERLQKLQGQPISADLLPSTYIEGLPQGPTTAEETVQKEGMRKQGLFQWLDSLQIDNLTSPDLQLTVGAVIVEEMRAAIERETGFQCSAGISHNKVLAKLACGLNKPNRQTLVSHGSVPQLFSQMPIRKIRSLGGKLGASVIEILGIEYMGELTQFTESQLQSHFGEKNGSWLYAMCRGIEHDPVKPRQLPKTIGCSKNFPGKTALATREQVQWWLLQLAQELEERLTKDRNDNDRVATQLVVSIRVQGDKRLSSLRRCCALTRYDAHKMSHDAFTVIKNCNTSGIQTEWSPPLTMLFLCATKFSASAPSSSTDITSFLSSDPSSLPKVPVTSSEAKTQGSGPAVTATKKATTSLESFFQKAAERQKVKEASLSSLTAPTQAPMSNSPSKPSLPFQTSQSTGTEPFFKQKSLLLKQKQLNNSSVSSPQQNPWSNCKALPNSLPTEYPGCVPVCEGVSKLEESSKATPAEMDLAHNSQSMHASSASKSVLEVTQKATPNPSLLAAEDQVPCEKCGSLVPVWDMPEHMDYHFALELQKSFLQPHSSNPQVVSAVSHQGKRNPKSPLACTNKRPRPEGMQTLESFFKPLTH
#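 Pol eta (10 nM) was preincubated with compounds for 15 min at room temperature, after which fluorescent replication substrate (50 nM final) was added to start the reaction. Fluorescence was read kinetically at 0 and 10 min.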
# POLK inh: qHTS for Inhibitors of Polymerase Kappa; purified Pol kappa, fluorescent DNA synthesis assay, 10 min; Potency, µM (doses to about 107 µM), inactives show at the highest dose activity, negative = inhibition, most hits filed as inhibitors; hit rate 0.53% among 400,000; AID 588579, 2011; note: potency is the fitted concentration of half-maximal effect; % is set by controls: 0 for no effect and ±100 for the full control effect
#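 50 nM final substrate added after 15 min RT preincubation of 10 nM Pol kappa with compound; fluorescence read at 0 and 10 min.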
# POLI inh: qHTS for Inhibitors of Polymerase Iota. Pol iota fluorescent replication assay, 10 min. Potency, µM (highest dose often 115 µM), without a hit: top-dose activity, negative = inhibition, hits mostly inhibitors. DNA polymerase iota (Homo sapiens), Q9UNA4. hit rate 1% among 390,000; note: potency is the fitted concentration of half-maximal effect
#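 Pol iota at 10 nM preincubated 15 min with compounds at room temperature; reaction started with fluorescent substrate, 50 nM final. Fluorescence read kinetically at 0 and 10 min; buffer-only wells as negative control.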
# APE1 inh: qHTS Assay for Inhibitors of the Human Apurinic/apyrimidinic Endonuclease 1 (APE1); recombinant APE1, TAMRA/BHQ-2 abasic DNA cleavage fluorescence; Potency, µM (top dose mostly 65.8 µM), for the others: at the top dose activity change, negative = inhibition, usual class: inhibitors; hit rate 0.35% among 350,000;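 note: potency is the fitted concentration of half-maximal effect; plate controls were vehicle for no effect and reference inhibitor for full effect; nearly all actives have a fitted effect of over 55% in size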
# Target sequence (P27695 whole entry, looked up): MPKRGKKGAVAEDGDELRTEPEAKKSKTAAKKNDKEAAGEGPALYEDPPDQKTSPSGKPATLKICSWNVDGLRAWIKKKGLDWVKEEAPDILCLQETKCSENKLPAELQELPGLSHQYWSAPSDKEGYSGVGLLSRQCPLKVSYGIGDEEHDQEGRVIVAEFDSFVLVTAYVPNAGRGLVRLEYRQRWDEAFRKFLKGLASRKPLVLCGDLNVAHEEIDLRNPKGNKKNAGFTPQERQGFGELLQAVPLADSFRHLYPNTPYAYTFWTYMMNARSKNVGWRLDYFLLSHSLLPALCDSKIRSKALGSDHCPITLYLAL
#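 Kinetic fluorescence read (525 ex/598 em nm, three reads 60 s apart) of AP-site incision; signal = third minus first read. Enzyme 0.75 nM, dual-labelled THF duplex 50 nM, compound preincubation 15 min RT.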
# Tb PGK inh: qHTS Assay to Find Inhibitors of Phosphoglycerate Kinase. Phosphoglycerate kinase, glycosomal (Trypanosoma brucei brucei), P07378. PGK/GAPDH coupled, Kinase-Glo luminescence, 60 min. Potency, µM (highest dose often 57.5 µM), for inactives: at the top dose activity change, negative = inhibition, most hits filed as inhibitors. hit rate 0.043% among 380,000. AID 602233, 2012; note: potency is the fitted concentration of half-maximal effect; % is set by controls: 0 for no effect and ±100 for the full control effect; nearly all actives have a fitted effect of over 60% in size
#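 Recombinant glycosomal PGK reaction used 1,3-bisphosphoglycerate generated in-well by GAPDH (100nM final) in 100mM TEA pH 7.6, 5mM MgCl2, 0.01% Tween-20. After 60 minutes at room temperature, ATP was read by Kinase-Glo Plus luminescence end-point.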
# RXFP1 antag: qHTS Assay for Antagonists of the Relaxin Receptor RXFP1; AID 1259400, 2018; activity change, negative = inhibition, % at 57.5 µM; hit rate 0.59% among 350,000; HEK293-RXFP1, relaxin-stimulated cAMP HTRF, 30 min; hits give low values;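 active = activity change of -60% or lower, but not beyond a set lower limit; inconclusive = change between -60% and -40%, or beyond the set limit; inactive = change above -40%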; note: % is set by controls: 0 for no effect and ±100 for the full control effect
# Pol beta inh: qHTS Assay for Inhibitors of DNA Polymerase Beta; AID 485314, 2010; hit rate 1.3% among 340,000; P06746; Potency, µM (highest dose often 114 µM), without a hit: top-dose activity change, negative = inhibition, usual class: inhibitors; Pol beta primer extension/strand displacement, fluorescence kinetic; note: potency is the fitted concentration of half-maximal effect; % is set by controls: 0 for no effect and ±100 for the full control effect
#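 Values derive from four-parameter Hill fits of normalized kinetic data: reads at 0 and 10 min following addition of 50 nM substrate to 10 nM Pol beta preincubated 15 min with compound.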
# Apoferritin bind: qHTS Assay for Identification of Novel General Anesthetics; Ferritin light chain (Equus caballus), P02791; apoferritin/1-aminoanthracene competitive binding, fluorescence; Potency, µM (doses to about 77.5 µM), without a hit: at the top dose activity change, negative = displacement, most hits filed as inhibitors; hit rate 0.074% among 350,000; AID 485281, 2010; note: potency is the fitted concentration of half-maximal effect; % is set by controls: 0 for no effect and ±100 for the full control effect; nearly all actives have a fitted effect of over 20% in size
#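 Apoferritin-based anesthetic binding model; compound displacement of fluorescent 1-AMA measured as endpoint fluorescence after 10 minutes at room temperature, scaled to free-ligand and complex controls.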
# BLM helicase inh: qHTS Assay for Inhibitors of Bloom's syndrome helicase (BLM); RecQ-like DNA helicase BLM (Homo sapiens), P54132; recombinant BLM DNA unwinding, fluorescence dequenching; Potency, µM (titrated, usually from 56.1 µM), without a hit: top-dose activity change, negative = inhibition, most hits filed as inhibitors; hit rate 0.2% among 350,000; AID 2528, 2010;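 note: potency is the fitted concentration of half-maximal effect; plate controls were vehicle for no effect and no enzyme for full effect; nearly all actives have a fitted effect of over 35% in size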
# Active calls of the source: *; i = inactive; ? = inconclusive; . = no result given; [ ] = another dose, or the depositor's remark. Unless noted, calls come from the whole dose curve; as a rule, active = well fitted curve in the direction sought with a large enough effect; inconclusive = small, poorly fitted or top-dose-only effect, or another doubt; inactive = no such curve, though single readings can be large; an effect the other way counts as inactive or inconclusive.
SMILES,POLH inh,POLK inh,POLI inh,APE1 inh,Tb PGK inh,RXFP1 antag,Pol beta inh,Apoferritin bind,BLM helicase inh
COc1ccc(CNC(=O)Cn2c(=O)oc3cc(S(=O)(=O)NCc4ccccc4)ccc32)cc1,5%,-7%[60.1 µM],15%,.,1%,-31,?,-10%,-7%
CCOC(=O)CSc1nc2cc(S(=O)(=O)Nc3ccccc3OC)ccc2o1,-12%,-8%,3%,-5%,-7%,2,-7%,-18%,-7%
CC(C)(O)C#Cc1ccc(C(=O)NCCC(=O)O)s1,-20%,-7%,-13%,-4%,-5%,-20,0%,-2%,2%
COc1cc(C)nc(N2CCC(C(=O)NCC3CCCO3)CC2)n1 (stereo not given),-12%,0%,0%,24%,i,5,.,.,.
CC(C)c1ccc(C2=CC(c3ccc(C(C)C)cc3)n3nnnc3N2)cc1 (stereo not given),-18%,-5%[60.1 µM],-5%,.,-7%,-35,-1%,?,0%
CCC(C)(C)n1nnnc1C(c1ccccn1)N1CCCCC1 (stereo not given),-11%,-16%,0%,13%,0%,9,36%,4%,7%
COc1ccc2c(-c3ccccc3)cc(=S)[nH]c2c1,-22%,-1%,84%[activator],-6%,4%,-17,50%,3%,-1%
O=C(NCc1ccc(Cl)cc1)C1CCN(c2nn3cc(-c4ccc(F)cc4)nc3s2)CC1,-4%,-6%,10%,.,7%,-8,32%,-3%,-4%
Cc1ccc(-n2nc(C(=O)Nc3cccc(C#N)c3)c3c4ccccc4n(C)c3c2=O)cc1,.,11%,13%,.,.,-8,14%,-2%,-4%
CCC(C)[C@H](NC(=O)c1cn(CC)c2cc3c(cc2c1=O)OCO3)C(=O)NCCCn1ccnc1 (stereo not given in full),-8%,19%,11%,75%[activator],i,-7,-1%,-8%,1%
O=C1CC(N(O)c2ccccc2)C(=O)N1c1ccc(Cl)c(Cl)c1 (stereo not given),-2%,-13%,?,0%,-3%,-16,7%,1%,-4%
CC1(C)CC(C(=O)Nc2nccs2)CCO1 (stereo not given),-22%,-10%,-18%,-2%,-7%,1,-25%,-2%,-1%
CCCCn1c(N)c(N(CC)C(=O)c2ccc(Cl)c(Cl)c2)c(=O)[nH]c1=O,-3%,8%,20%,32%,i,-15,16%,10%,-1%
Cc1ccc(CNC(=O)Cn2c(=O)n(-c3cccc(Cl)c3)c(=O)c3sc4ccccc4c32)cc1,-18%,-1%,34%[activator],.,-1%,.,5%,-6%,-9%
CC(=O)N1CCc2cc(S(=O)(=O)CCC(=O)NCCc3ccc(Cl)cc3)ccc21,-22%,-15%,12%,64%[activator],-9%,9,21%,-13%,3%
C/C=C(\C)C(=O)NCCN1C2=NC[C@@H](Cc3ccccc3)N2C[C@@H]1Cc1ccc(OC)cc1,-11%,-3%,8%,.,-9%,.,.,.,.
Cc1ccc(S(=O)(=O)N2CCC[C@H]2C(=O)OCC(=O)Nc2ccc3c(c2)OCO3)cc1,-8%,-9%,10%,-13%,-8%,-3,.,.,.
O=C(CNc1ccccc1N1CCCC1=O)Nc1cc(Cl)ccc1-n1cncn1,-16%,7%,25%,34%,i,-14,.,.,.
COc1ccccc1N1CCN(c2ccc(-c3nc(-c4ccccc4)no3)cc2[N+](=O)[O-])CC1,-20%,-8%,-5%,.,-1%,.,0%,-7%,-3%
CCOC(=O)C1=C(CC)Nc2ccccc2N/C1=N\S(=O)(=O)c1ccccc1F,-18%,-5%,16%,-11%,-9%,-1,.,.,.
CC(=O)CSc1nnc2c3ccccc3nc(C(C)(C)C)n12,-1%,-9%,-7%,-4%,5%,-1,4%,-22%,1%
Cc1ccc(NC(=O)COC(=O)/C=C/c2c(C)nn(-c3ccc(F)cc3)c2Cl)cc1F,-17%,0%,1%,-1%,-2%,5,34%,0%,2%
COC(=O)CC1COc2ccccc2N1C(=O)/C=C/c1ccccc1 (stereo not given),-21%,0%,21%,-5%,.,7,2%,-11%,-6%
O=C(CSc1n[nH]c(-c2cccs2)n1)N1CCN(S(=O)(=O)c2ccccc2)CC1,7%,-9%,16%,-4%,-9%,-9,0%,?,1%
Cc1cc(C(=O)CN2CCN(CC(=O)Nc3ccc(F)cc3)CC2)c(C)n1C1CC1,-20%,-12%,18%,-2%,-9%,-2,.,.,.
Cn1nc(NC(=O)CC(C)(C)CC(=O)O)c2ccccc21,-17%,-7%,-12%[58.9 µM],21%,-6%,-3,23%,6%,-2%
COc1ccc(Br)cc1/C=C(\C(=O)O)c1ccc(S(=O)(=O)N2CCCC2)s1,22µM*,?,?,-12%,-15%,6,.,.,.
COc1ccc(-c2nc(C)c(CCNC(=O)c3ccc(F)c(F)c3)s2)cc1,-10%,-8%[60.1 µM],23%,.,-2%,.,-1%,-22%,-6%
Cc1ccc(C(=O)N2CCC3(CC2)NCCc2[nH]cnc23)cc1,-8%,5%,-20%,-16%,-5%,-3,?,-3%,0%
O=S(=O)(Oc1ccccc1N1CCCCC1)c1ccccc1,-25%,-4%,62%[activator],11%,1%,-1,11%,-4%,-10%
CCN1C(=O)/C(=C2/C=CC=CN2C)SC1=S,-7%,11%,16%,-3%,-1%,-12,-13%,-19%,-4%
COc1ccc(OCc2cc(C(=O)N(C)Cc3cc(C)no3)no2)c(Cl)c1,-25%,-10%,25%,22%,-9%,5,12%,?,-6%
C/C(=N\NC(=O)c1nn(C)c(C)c1Br)c1ccc(NC(=O)c2ccoc2C)cc1,0%,9%,24%,4%,-4%,-10,5%,-11%,-6%
COc1cccc(C(=O)OCC(=O)Nc2ccc3c(c2)OCCO3)c1,-25%,3%,6%,17%,2%,-15,.,.,.
CCOCCCNC(=O)C1CCN(S(=O)(=O)N2CC(C)CC(C)C2)CC1 (stereo not given),-4%,-11%,14%,-6%,.,-5,55%,-4%,-3%
CCc1ccc(-n2c(=O)c3c(C)c(C)sc3n(CC(=O)NCc3ccc(C)cc3)c2=O)cc1,.,11%,7%,.,.,-3,1%,14%,0%
CC(C)CCNC(=O)c1ccc(CSCc2cccc(F)c2)o1,-17%,-17%,2%,2%,-12%,7,9%,?,-11%
Cc1ccc(S(=O)(=O)N2CCN(S(=O)(=O)N(C)C)CC2)c(C)c1,10%,-13%,34%[activator],2%,i,3,-6%,-9%,0%
Nn1c(Cc2cccc3ccccc23)nnc1SCc1ccccc1,-22%,-2%,23%,-5%,7%,.,3%,-13%,5%
CCn1cc(S(=O)(=O)CC(=O)N2CCc3ccccc32)c2ccccc21,-8%,1%,-7%,-2%,-1%,6,-1%,-7%,-7%
CC(C)CCNC(=O)CN(CCCN1CCOCC1)C(=O)Cn1nnc(-c2ccc(F)cc2)n1,-6%,1%,2%[58.9 µM],2%,-3%,-2,3%,-10%,0%
O=C(Nc1ccccc1)c1cccc(S(=O)(=O)Nc2cccc(F)c2)c1,-23%,-2%[60.1 µM],7%,.,-2%,-4,-25%,?,-1%
CCOC(=O)C1CCN(C(=O)COC(=O)c2ccc3c(c2)C(=O)N(c2ccc(OCC)cc2)C3=O)CC1,-11%,-4%,11%,3%,-6%,1,11%,-9%,-7%
Cc1c(C)n(CCc2ccccc2)c2ncnc(NCCCN(C)C)c12,-8%,-20%,-1%,-5%,-3%,-5,-1%,-6%,8%
COC(=O)N/N=C/c1ccccc1,-13%,1%,26%,-1%,-8%,11,-16%,-4%,1%
CCC(=O)N1CCc2cc(Br)cc(S(=O)(=O)CCC(=O)N(C)c3cccc(C)c3)c21,35µM*,-30%,7%,-20%,-27%,-2,45µM*,-4%,-2%
CC(C)(C)c1ccc(NC(=O)Nc2ccc3ccccc3n2)cc1,-3%,10%,7%,-1%,-6%,-3,8%,0%,-1%

# As a working copy, part of the list above.
SMILES,POLH inh,POLK inh,POLI inh,APE1 inh,Tb PGK inh,RXFP1 antag,Pol beta inh,Apoferritin bind,BLM helicase inh
O=C(Nc1ccccc1)c1cccc(S(=O)(=O)Nc2cccc(F)c2)c1,-23%,-2%[60.1 µM],7%,.,-2%,-4,-25%,?,-1%
CCOC(=O)C1CCN(C(=O)COC(=O)c2ccc3c(c2)C(=O)N(c2ccc(OCC)cc2)C3=O)CC1,-11%,-4%,11%,3%,-6%,1,11%,-9%,-7%
Cc1c(C)n(CCc2ccccc2)c2ncnc(NCCCN(C)C)c12,-8%,-20%,-1%,-5%,-3%,-5,-1%,-6%,8%
COC(=O)N/N=C/c1ccccc1,-13%,1%,26%,-1%,-8%,11,-16%,-4%,1%
CCC(=O)N1CCc2cc(Br)cc(S(=O)(=O)CCC(=O)N(C)c3cccc(C)c3)c21,35µM*,-30%,7%,-20%,-27%,-2,45µM*,-4%,-2%
CC(C)(C)c1ccc(NC(=O)Nc2ccc3ccccc3n2)cc1,-3%,10%,7%,-1%,-6%,-3,8%,0%,-1%

# Compound activity as filed in PubChem BioAssay.

# This is a subset (hit frequency here may not be typical).
